From PubChem
PostGolgi yeast: growth inhibition of a yeast mutant, post-Golgi transport screen; post-Golgi transport phenotypic cell assay; inhibition, % at 10 µM; actives 0.9% (n = 98,000); AID 739;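 also: yeast cells grown in 1536-well plates; yeast grown about 18 h at 30C before absorbance read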
FAK inh: FAK (human) kinase inhibition; AID 727; actives 0.84% (n = 97,000); biochemical FAK kinase activity assay; Q05397; inhibition, %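 (tested at 7 µM)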; in the data active = inhibition above about 19%;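 also: 0% = DMSO and 100% = reference compound high control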
PostGolgi ctrl: inhibits growth of the yeast control strain; efflux-deficient yeast background strain, growth absorbance A615, 16 h; inhibition, % at 10 µM; actives 5% (n = 98,000); AID 738
PTPN22 act: increases human PTPN22 phosphatase activity. Q9Y2R2. recombinant LYP, DiFMUP fluorescence; 0 = plate median, 100 = signal doubled. activation, % at 2 µM. actives 0.11% (n = 96,000);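 active = activation at 2 µM above a set limit, the mean plus 5 SD, cut at about 37% in these data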
S1P2 antag: S1P2 (human) receptor antagonism; cell-based S1P2 antagonist assay, inhibition at 5 uM; inhibition, % at 5 µM; actives 0.21% (n = 97,000); in the data active = inhibition above about 45%;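 also: CRE beta-lactamase reporter cells expressing human S1P2 stimulated with S1P; 0% = agonist at EC80 alone and 100% = agonist plus reference antagonist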
Target sequence (O95136 whole entry, looked up): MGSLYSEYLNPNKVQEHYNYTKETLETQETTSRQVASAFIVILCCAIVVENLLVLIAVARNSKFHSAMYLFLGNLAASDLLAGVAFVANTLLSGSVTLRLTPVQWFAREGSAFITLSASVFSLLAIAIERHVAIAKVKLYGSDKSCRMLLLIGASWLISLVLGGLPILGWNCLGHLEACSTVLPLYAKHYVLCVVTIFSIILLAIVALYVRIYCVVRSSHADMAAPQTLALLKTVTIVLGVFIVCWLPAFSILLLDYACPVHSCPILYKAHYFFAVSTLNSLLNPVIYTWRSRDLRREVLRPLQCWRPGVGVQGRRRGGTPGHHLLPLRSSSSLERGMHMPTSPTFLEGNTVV
EphB4 antag: EphB4-ephrin-B2 interaction antagonism | P54760 | EphB4 LBD / TNYL-RAW-Alexa532 peptide, fluorescence polarization | inhibition, % at 7 µM | actives 0.15% (n = 97,000);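 active = inhibition above the screen-wide mean inhibition plus 3 SD, cut at about 15% in these data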;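 also: 0% = DMSO wells and 100% = excess unlabeled TNYL-RAW peptide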
HIV Rev-RRE inh: inhibitors of HIV-1 Rev-RRE RNA interaction; P05866; Rev peptide-RRE RNA binding, FRET; AID 704; inhibition, % at 8 µM; actives 0.79% (n = 97,000);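 active = inhibition above the screen-wide mean plus 3 SD, cut at about 35% in these data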;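 also: 0% = median DMSO wells and 100% = median Neomycin B control wells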
Target sequence (P05866 whole entry, looked up): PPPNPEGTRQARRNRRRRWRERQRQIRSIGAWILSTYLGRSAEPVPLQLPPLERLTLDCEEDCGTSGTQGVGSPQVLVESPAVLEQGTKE
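Test system – labelled RRE RNA duplex and labelled Rev peptide · Reagent – labelled Rev peptide · Doses – one concentration, 8 µM nominal · Incubation – 5 + 15 min at 25 °C · Signal – FRET fluorescence readout · Read-out basis – % inhibition of FRET ratio versus controls · Control set – DMSO wells as 0% and neomycin B wells as 100% inhibition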
S1P2 agonist: S1P2 (human) receptor agonism; O95136; S1P2-expressing cell line, agonist reporter read-out; activation, % at 4.5 µM; actives 0.46% (n = 97,000); AID 729; in the data active = activation above about 16%;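 also: 0% = vehicle low control and 100% = maximal reference agonist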
PTPN22 inh 2: blocks human PTPN22 phosphatase activity | Q9Y2R2 | recombinant LYP catalytic domain, DiFMUP fluorescence | inhibition, % at 2 µM | actives 0.21% (n = 96,000);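 active = inhibition at 2 µM at or above a set limit, the screen mean plus 3 SD, cut at about 24% in these data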;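 also: 0% = DMSO with enzyme and 100% = enzyme fully blocked by orthovanadate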
Active calls of the source: *; · = not tested or not shown. Rule as the data show it, unless noted: active = inhibition above about 30%; inactive = the rest.

1) N#C/C(=C(\O)Cc1ccccc1)c1nc2ccccc2[nH]1
2) CCCCNC(=O)OCCNC(=O)NC
3) COCC(C)n1c(-c2ccc3c(c2)NC(=O)CO3)csc1=Nc1ccc(OC(F)F)cc1 (stereo not drawn)
4) CCN(CC)S(=O)(=O)c1ccc(NCc2ccccc2)nc1
5) O=C(NCCN1CCOCC1)c1cc(-c2ccc(F)cc2)on1
6) CSc1nc(-c2ccc(Cl)cc2)nn1C(=O)c1ccco1
7) COc1ccccc1NS(=O)(=O)c1cccc(C(=O)N/N=C(\C)c2ccc(-n3ccnc3)cc2)c1
8) O=C(CCCCn1c(=O)c2ccccc2n(CC(=O)NC2CCCC2)c1=O)NCc1ccco1
screen / no.	1	2	3	4	5	6	7	8
PostGolgi yeast	-8	-4	-11	-4	11	6	2	4
FAK inh	3	-3	2	4	3	4	0	2
PostGolgi ctrl	6	4	12	38*	0	21	14	-4
PTPN22 act	10	0	-8	6	1	-6	3	10
S1P2 antag	-27	8	11	5	11	13	-3	9
EphB4 antag	-5	0	4	-7	-2	3	-1	-7
HIV Rev-RRE inh	6	6	5	5	1	0	7	4
S1P2 agonist	-4	-1	-7	0	-8	-3	-6	-4
PTPN22 inh 2	-6	3	8	-9	-4	8	-6	-13

9) CCCSc1nsc(SCCC)c1C(N)=O
10) O=C(Cn1nnc2ccccc21)N1CCCCC1
11) Cc1ccc(C(C(=O)NCCc2ccccc2)N(C(=O)c2csnn2)C2CC2)o1 (stereo not drawn)
12) Cc1noc(C)c1S(=O)(=O)N(CC(=O)O)c1ccc2c(c1)OCO2
13) Cn1c(=O)c2c(nc(SCC(=O)NC34CC5CC(CC(C5)C3)C4)n2C)n(C)c1=O
14) COc1cc(C(=O)N2CCC(n3c(C)nc4cc(F)ccc43)CC2)cc(OC)c1OC
15) CCCCC1(Cc2ccc(OC)c([N+](=O)[O-])c2)C(=O)N(c2ccccc2)N(c2ccccc2)C1=O
16) O=C(Cn1nnc(-c2ccccc2F)n1)Nc1ccc(C(=O)N2CCOCC2)cc1
screen / no.	9	10	11	12	13	14	15	16
PostGolgi yeast	1	-6	-9	-1	4	·	-4	2
FAK inh	-1	-5	5	-2	1	2	-3	0
PostGolgi ctrl	11	-9	1	5	4	·	14	28
PTPN22 act	2	-2	7	-10	-6	-1	-7	-1
S1P2 antag	31	2	-1	4	-3	-28	7	0
EphB4 antag	2	1	6	-6	4	-8	-4	1
HIV Rev-RRE inh	5	7	7	2	9	-1	9	3
S1P2 agonist	-7	-5	-6	-8	-3	-5	-8	-7
PTPN22 inh 2	-2	4	-6	8	5	4	11	-1

17) Cc1ccc(CN(N=Nc2nonc2N)c2nonc2N)c(C)c1
18) Oc1ccccc1-c1nc(N2CCN(Cc3ccccc3)CC2)c2ccccc2n1
19) NC(=O)CSc1oc(-c2cccs2)nc1S(=O)(=O)c1ccccc1
20) Oc1ccccc1-c1cc(-c2ccccc2Cl)[nH]n1
21) C=C(C)C1CC=C(C)/C(=N/NC(=O)c2ccc(NC(=O)CCC)cc2)C1 (stereo not drawn)
22) COc1ccc(-c2n[nH]c3c2C(c2ccc(OC)c(OC)c2)N(c2ccccc2)C3=O)cc1 (stereo not drawn)
23) O=S(=O)(Nc1ccc2c(c1)OCO2)c1cccs1
24) COCCOC(=O)C1=C(C)NC2=C(C(=O)CCC2)C1c1ccc2c(c1)OCO2 (stereo not drawn)
screen / no.	17	18	19	20	21	22	23	24
PostGolgi yeast	·	-5	11	-3	18	5	6	1
FAK inh	-1	0	0	1	-2	0	12	-3
PostGolgi ctrl	·	42*	22	75*	-8	12	3	17
PTPN22 act	-17	-10	35	3	-3	-9	0	-4
S1P2 antag	-7	8	-5	5	7	-12	2	-2
EphB4 antag	5	1	-5	-4	6	3	0	-8
HIV Rev-RRE inh	19	9	5	15	4	18	6	5
S1P2 agonist	-2	-5	-1	-1	-4	-4	-8	-2
PTPN22 inh 2	15	7	-35	-4	5	9	-3	3

25) CCn1c(=NC(=O)CN2C(=O)CCC2=O)sc2c(OC)ccc(OC)c21
26) COc1cc(-c2nnc(SCC(=O)Nc3ccc4c(c3)OCCO4)o2)cc(OC)c1OC
27) O=S(=O)(c1cccc2cccnc12)N1CCN(Cc2ccc3c(c2)OCO3)CC1
28) Cc1noc(C)c1C(=O)N1CCc2ccccc21
29) CCCCC(=O)Nc1cccc(NC(=O)C(C)C)c1
30) COc1ccccc1C1C=C(c2ccc(Cl)cc2)Nc2nc(N3C(=O)CCC3=O)nn21 (stereo not drawn)
31) O=C(NCCN1CCOCC1)N1c2ccccc2Sc2ccccc21
32) Cc1cccc(Oc2sc(C(=O)c3ccccc3)c(N)c2C#N)c1C
screen / no.	25	26	27	28	29	30	31	32
PostGolgi yeast	-3	-10	-5	3	-4	-1	0	12
FAK inh	1	7	-1	-1	-2	-3	-2	-2
PostGolgi ctrl	16	-3	8	16	13	2	7	6
PTPN22 act	0	-3	12	8	1	2	10	0
S1P2 antag	-18	-17	12	6	4	7	9	-15
EphB4 antag	5	8	-10	2	-2	-1	-1	5
HIV Rev-RRE inh	8	10	-1	5	6	25	1	16
S1P2 agonist	1	-5	-3	1	-2	-6	-1	-6
PTPN22 inh 2	-1	6	-14	-11	1	-4	-4	-2

33) CCc1cc(/C(Cc2ccccn2)=N\O)c(O)cc1O
34) Cc1ccc(N(C(=O)CCC(=O)Nc2cc(C)on2)C(C(=O)NC2CCCC2)c2cccs2)cc1 (stereo not drawn)
35) COC(=O)C1Cc2c([nH]c3ccccc23)C(C)N1 (stereo not drawn)
36) COc1ccc(-c2n[nH]c(=S)n2CC(C)C)cc1
37) COC(=O)C(C(=O)OC)c1ccccc1[N+](=O)[O-]
38) CCCn1c(-c2cccnc2Cl)nc2cc(Cl)c(Cl)cc21
39) Nc1nc2n(n1)C(c1cccs1)CC(c1ccc(F)cc1)N2 (stereo not drawn)
40) CCCn1c(N2CCOCC2)nc2c1c(=O)[nH]c(=O)n2C
screen / no.	33	34	35	36	37	38	39	40
PostGolgi yeast	1	0	-2	3	2	-14	·	-1
FAK inh	10	2	-2	1	-1	10	-2	0
PostGolgi ctrl	3	36*	14	-2	-4	43*	·	6
PTPN22 act	3	-10	-4	1	-12	1	-7	3
S1P2 antag	1	-22	4	-1	-6	2	0	7
EphB4 antag	3	-1	3	2	-4	13	5	2
HIV Rev-RRE inh	2	2	15	6	6	9	3	6
S1P2 agonist	-6	-4	-4	-5	-1	-6	-6	-6
PTPN22 inh 2	-2	9	1	1	13	-3	4	-2

Rewritten with tabs: six of the compounds above.
entry	compound	PostGolgi yeast	FAK inh	PostGolgi ctrl	PTPN22 act	S1P2 antag	EphB4 antag	HIV Rev-RRE inh	S1P2 agonist	PTPN22 inh 2
18	Oc1ccccc1-c1nc(N2CCN(Cc3ccccc3)CC2)c2ccccc2n1	-5	0	42*	-10	8	1	9	-5	7
15	CCCCC1(Cc2ccc(OC)c([N+](=O)[O-])c2)C(=O)N(c2ccccc2)N(c2ccccc2)C1=O	-4	-3	14	-7	7	-4	9	-8	11
21	C=C(C)C1CC=C(C)/C(=N/NC(=O)c2ccc(NC(=O)CCC)cc2)C1 (stereo not drawn)	18	-2	-8	-3	7	6	4	-4	5
2	CCCCNC(=O)OCCNC(=O)NC	-4	-3	4	0	8	0	6	-1	3
30	COc1ccccc1C1C=C(c2ccc(Cl)cc2)Nc2nc(N3C(=O)CCC3=O)nn21 (stereo not drawn)	-1	-3	2	2	7	-1	25	-6	-4
14	COc1cc(C(=O)N2CCC(n3c(C)nc4cc(F)ccc43)CC2)cc(OC)c1OC	·	2	·	-1	-28	-8	-1	-5	4

Next part:
41) O=C(O)CCCCCCNS(=O)(=O)c1ccccc1
42) CCOc1cc(/C=N/NC(N)=O)ccc1OC(=O)c1ccc(C)cc1
43) CC(Oc1ccccc1)C(=O)NCc1cccnc1 (stereo not drawn)
44) COc1cccc(-n2c(SCC(=O)Nc3nccs3)nnc2-c2ccoc2C)c1
45) O=C(CCSc1ccc(Cl)cc1)N1CCOCC1
46) CN1CCN(c2ccc([N+](=O)[O-])cc2S(=O)(=O)N2CCOCC2)CC1
47) Cc1ccc(-c2nnc(CSc3nnc(COc4ccccc4)n3-c3ccc(C)cc3)o2)cc1
48) COc1ccc(-n2cnnc2SCC(=O)NCc2cccs2)cc1
screen / no.	41	42	43	44	45	46	47	48
PostGolgi yeast	-13	-2	3	·	·	-2	6	-1
FAK inh	0	0	-2	0	-1	4	3	0
PostGolgi ctrl	1	18	-1	·	·	-4	34*	11
PTPN22 act	1	-10	0	2	10	-5	-3	8
S1P2 antag	3	-18	4	-41	-1	23	8	8
EphB4 antag	8	5	7	2	0	1	-3	7
HIV Rev-RRE inh	11	8	5	12	4	6	-4	3
S1P2 agonist	-2	-5	-8	5	-7	-2	-5	-5
PTPN22 inh 2	1	13	1	-1	-9	9	3	-4

49) COc1ccc2cc(CN(CCc3ccccc3)Cc3nnnn3CC3CCCO3)c(=O)[nH]c2c1 (stereo not drawn)
50) O=C1N/C(=N/N=C/c2ccccc2)SC1(c1ccccc1)c1ccccc1
51) CN1C(=O)C2C=CC1C1C(=O)N(c3ccccc3)C(=O)C21 (stereo not drawn)
52) Cc1cc(C)n(CNc2nc(C(F)(F)F)cs2)n1
53) COc1ccc(-c2nc(CSCC(=O)N3CCN(C)CC3)c(C)o2)cc1OC
54) O=C(COc1ccc(F)cc1Br)NCc1ccccn1
55) CCSc1nnc(NC(=O)C2(C)Cc3ccccc3C(=O)O2)s1 (stereo not drawn)
56) CC(C)=C1C2CCC1C1C(=O)N(c3nc(-c4ccc(F)cc4)c(C)s3)C(=O)C21 (stereo not drawn)
screen / no.	49	50	51	52	53	54	55	56
PostGolgi yeast	-1	-2	4	6	0	6	-4	5
FAK inh	3	-1	-3	-3	-2	-2	1	4
PostGolgi ctrl	14	0	8	4	5	2	17	16
PTPN22 act	6	0	-13	-12	-5	-9	4	-9
S1P2 antag	23	-12	-22	18	-4	-20	3	10
EphB4 antag	-2	-5	5	2	-1	-2	4	3
HIV Rev-RRE inh	-1	9	4	6	-3	4	2	10
S1P2 agonist	2	-2	-3	-3	-4	2	-3	-8
PTPN22 inh 2	-6	2	12	9	5	11	-2	13

57) O=C(N/N=C/c1ccccn1)c1ccc(Br)o1
58) O=C(Oc1ccc2ccc(=O)oc2c1)N1CCOCC1
59) O=S(=O)(c1ccc2ccccc2c1)N1CCCCC1
60) Cc1csc(NC(=O)c2cc3c(s2)CCCCC3)n1
61) CCC(C)(C(=O)NC1CCCC1)N(C(=O)CC1NC(=O)NC1=O)c1ccc(C)cc1 (stereo not drawn)
62) N#CC1=C(N)Oc2n[nH]c(-c3cccs3)c2C1C1C=CCCC1 (stereo not drawn)
screen / no.	57	58	59	60	61	62
PostGolgi yeast	0	5	-6	5	-7	2
FAK inh	-3	0	5	3	1	1
PostGolgi ctrl	5	10	10	22	-3	13
PTPN22 act	0	-2	-8	-2	-6	16
S1P2 antag	-8	0	18	6	19	-3
EphB4 antag	-9	-4	-3	0	-8	6
HIV Rev-RRE inh	1	6	9	7	3	5
S1P2 agonist	-5	-2	-2	-6	-3	-2
PTPN22 inh 2	2	0	12	5	6	-14

Compounds 57 through 59, reprinted for reference:
57) O=C(N/N=C/c1ccccn1)c1ccc(Br)o1
58) O=C(Oc1ccc2ccc(=O)oc2c1)N1CCOCC1
59) O=S(=O)(c1ccc2ccccc2c1)N1CCCCC1
screen / no.	57	58	59
PostGolgi yeast	0	5	-6
FAK inh	-3	0	5
PostGolgi ctrl	5	10	10
PTPN22 act	0	-2	-8
S1P2 antag	-8	0	18
EphB4 antag	-9	-4	-3
HIV Rev-RRE inh	1	6	9
S1P2 agonist	-5	-2	-2
PTPN22 inh 2	2	0	12

Compounds were not picked by outcome; any-hit rate near 7%.
